Salmonella PhoP GFP – inhibitors of PhoP regulon expression, primary screen, Salmonella Typhimurium, GFP reporter (AID 1863); S. Typhimurium PhoP-regulated promoter GFP reporter, 4 h; higher % means a stronger effect; one-dose inhibition, % at 50 µM; IC50 in µM for titrated hits; actives 0.16% (n = 300,000);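 active = inhibition over 29.93%, a cutoff 3 SD above the screen mean, later confirmed by dose response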;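 note: 0% = low Mg2+ inducing control and 100% = high Mg2+ repressing control; strong numbers were not always called active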
Myeloid diff MLP – myeloid differentiation induction | ER-HoxA9 myeloid progenitors, lysozyme-GFP differentiation, flow cytometry | calls only at 10 µM | AID 624256 | actives 1% (n = 360,000);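 active = normalized GFP-positive differentiation at or above the plate's own cutoff, the solvent-only control mean plus 3 SD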;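 note: cells exposed to compound for four days before flow analysis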
GPR55 LPI antagonism – inhibition of LPI-stimulated GPR55 beta-arrestin translocation – imaging, U2OS, beta-arrestin-GFP, LPI agonist, primary screen (AID 2013) | actives 0.13% (n = 290,000) | inhibition, % at 10 µM; hits with a dose series show IC50 in µM | U2OS GPR55 beta-arrestin-GFP translocation imaging, LPI antagonism; higher % means a stronger effect;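 active = spots per cell inhibited over 60%, with over 100 cells counted and total cytoplasm intensity under 500,000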;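 note: U2OS cells stably carrying GPR55 and arrestin-GFP stimulated by 5 µM LPI near EC80; imaged beta-arrestin-GFP aggregate spots per cell after agonist stimulation; plate controls were LPI-stimulated DMSO wells for no effect and DMSO wells without LPI for full effect; some results filed as inactive read as strong as hits; confirmed hits need IC50 under 10 µM and bright autofluorescent wells are also inconclusive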
HIV fusion peptide – inhibitors of HIV fusion peptide binding, primary screen, biochemical, uHTS, fluorescence dequenching (AID 1986). cell-free peptide binding, fluorescence dequenching, 30 min; higher % means a stronger effect. inhibition, % at 20 µM; hits with a dose series show IC50 in µM. actives 0.3% (n = 290,000); in the data active = inhibition mostly above about 52%, no sharp cut-off; inactive = mostly below about 76%; note: some results filed as inactive read as strong as hits
Rac1 GTP hydrolysis – MgcRacGAP GTPase-activating activity inhibitors, confirmation, biochemical, ADP Hunter fluorescence. MgcRacGAP-stimulated Rac1 GTP hydrolysis, ADP Hunter fluorescence; higher % means a stronger effect; GST-tagged Rac1 F28L mutant substrate. one-dose inhibition, % at 30 µM; IC50 in µM for titrated hits. actives 0.6% (n = 340,000). AID 624330;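 active = first-screen hits whose inhibition reached a set limit at any dose in the follow-up dose series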;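 note: fluorescence reports GDP produced by GAP-driven GTP hydrolysis; strong numbers were not always called active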
GPR35 antagonists – inhibition of zaprinast-stimulated GPR35 beta-arrestin translocation – imaging, U2OS, beta-arrestin-GFP, zaprinast agonist, primary screen (AID 2058). U2OS GPR35 beta-arrestin-GFP translocation imaging, zaprinast antagonism; higher % means a stronger effect. one-dose inhibition, % at 10 µM; IC50 in µM for titrated hits. actives 0.052% (n = 290,000);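 active = inhibition of at least 50% with at least 30 cells and total cytoplasm GFP at most 10,000,000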
Siah-1 displacement – blockers of Siah-1 interaction with plectin peptide – biochemical, fluorescence polarization, rhodamine-plectin, uHTS, primary screen (AID 1817) | Siah-1 / rhodamine-plectin peptide fluorescence polarization; higher % means a stronger effect | actives 0.02% (n = 290,000) | one-dose displacement, % at 20 µM; IC50 in µM for titrated hits;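 active = displacement of at least 50% at 20 µM, with a fluorescence ratio check between 0.3 and a set limit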;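 note: plate controls were Siah plus tracer with DMSO for no effect and tracer alone without Siah for full effect; strong numbers were not always called active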
LYP phosphatase – PTPN22 lymphoid phosphatase activity blockers – biochemical, fluorescence intensity, uHTS (AID 1779); recombinant LYP phosphatase, fluorescence intensity; higher % means a stronger effect; inhibition, % at 11.5 µM; hits with a dose series show IC50 in µM; actives 0.054% (n = 290,000); in the data active = inhibition above about 50%;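 note: plate controls were vehicle with enzyme for no effect and no enzyme for full effect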
NTR1 agonist – agonists of NTR1, primary screen, imaging, U2OS cells, beta-arrestin-GFP, high content (AID 493036); activation, % at 20 µM; NTR1-U2OS beta-arrestin-GFP spot imaging, agonist mode; P30989; actives 0.17% (n = 330,000);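 active = activation at or above 40% of the spot to cytoplasm intensity ratio, with at least 20 cells analyzed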;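 note: 0% = DMSO without peptide and 100% = 100 nM NTR1 peptide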
Target sequence (P30989 whole entry, looked up): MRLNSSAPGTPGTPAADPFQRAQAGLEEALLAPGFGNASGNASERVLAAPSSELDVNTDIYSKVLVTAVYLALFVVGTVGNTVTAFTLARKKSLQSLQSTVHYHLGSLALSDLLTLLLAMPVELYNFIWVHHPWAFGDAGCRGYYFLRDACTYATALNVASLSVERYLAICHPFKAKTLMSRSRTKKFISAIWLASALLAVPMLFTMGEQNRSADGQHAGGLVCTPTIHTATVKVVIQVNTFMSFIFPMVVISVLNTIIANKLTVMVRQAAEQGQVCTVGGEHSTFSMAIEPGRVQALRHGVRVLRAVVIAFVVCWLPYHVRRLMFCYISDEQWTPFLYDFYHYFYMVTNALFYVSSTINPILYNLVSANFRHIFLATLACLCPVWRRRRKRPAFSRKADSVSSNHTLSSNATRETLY
NTR1 agonist cell count 20 µM – second read-out of NTR1 agonist, no call of its own (marks repeat the call); cell count; measured here: cell count, cytotoxicity flag
Myeloid diff MLP GFP+ MAC1+ % – second read-out of Myeloid diff MLP, no call of its own (marks repeat the call); GFP+ MAC1+ double positive, %; measured here: differentiation confirmed by MAC1 staining
* hit, by the source's call; i = inactive; . = no result given; + = active, no number.

SMILES | Salmonella PhoP GFP | Myeloid diff MLP | Myeloid diff MLP GFP+ MAC1+ % | GPR55 LPI antagonism | HIV fusion peptide | Rac1 GTP hydrolysis | GPR35 antagonists | Siah-1 displacement | LYP phosphatase | NTR1 agonist | NTR1 agonist cell count 20 µM
CNCCCOc1cccc(OC(C)C)c1 | 4% | i | 0.9 | -1% | -1.2% | 17% | 11% | 4% | -4% | 4.8 | 48
CN(C)S(=O)(=O)c1cccc(C(=O)OCC(=O)NCc2ccccc2)c1 | -4% | i | 0.7 | 6% | -0.8% | 8% | 22% | 1% | -8% | -0.3 | 79
O=C(NC(=S)N1CCCC1)c1cccc([N+](=O)[O-])c1 | -4% | i | 0.5 | 12% | 1.2% | 5% | -18% | 12% | -4% | 0.5 | 69
Cc1c(Br)c([N+](=O)[O-])nn1CC(=O)NCC1CCCO1 (configuration not stated) | 5% | i | 0.1 | 4% | -1.9% | 3% | -12% | 0% | -8% | -0.1 | 52
CC12CN3CCN(CC(C3)C1(O)CN1CCCCC1)C2 (configuration not stated) | -7% | i | 0.8 | -9% | -0.6% | 5% | -7% | -5% | 4% | 0.7 | 60
CNC(=O)c1[nH]nc2c1CCc1cc(OC)ccc1-2 | 5% | i | 0.6 | -15% | -2.2% | 8% | 5% | 2% | -7% | 1.8 | 87
CC(OC(=O)c1ccc2ncsc2c1)C(=O)NCc1ccccc1 (configuration not stated) | -7% | . | . | 3% | 2.0% | . | 9% | 1% | -4% | 1.1 | 44
Cc1cc2ccccc2cc(C)c1=O | -6% | i | 0.9 | 6% | -2.9% | 7% | -3% | 3% | -3% | -2.2 | 87
CSCC[C@H](NC(=O)NC1CCCC1)C(=O)O | -5% | i | 0.2 | -3% | -0.2% | 10% | -23% | -2% | -8% | 1.1 | 48
COc1ccc(CNc2nc3ccc(C)cc3s2)c(OC)c1OC | -1% | i | 0.6 | -11% | -2.6% | -2% | 4% | -2% | -8% | 0.5 | 57
Cc1ccc(NC(=O)c2ccc(F)cc2)cc1S(=O)(=O)N1CCCCCC1 | -9% | i | 1.0 | 8% | 2.9% | 10% | -2% | 9% | -2% | 5.6 | 55
COC(=O)c1cc(-c2ccc(Br)cc2)c2c(=O)n(C)c(=O)n(C)c2n1 | -2% | i | 0.0 | -2% | -1.7% | 5% | -8% | 2% | -8% | 3.2 | 63

6 entries picked at random from those above, as already listed:
SMILES | Salmonella PhoP GFP | Myeloid diff MLP | Myeloid diff MLP GFP+ MAC1+ % | GPR55 LPI antagonism | HIV fusion peptide | Rac1 GTP hydrolysis | GPR35 antagonists | Siah-1 displacement | LYP phosphatase | NTR1 agonist | NTR1 agonist cell count 20 µM
CC(OC(=O)c1ccc2ncsc2c1)C(=O)NCc1ccccc1 (configuration not stated) | -7% | . | . | 3% | 2.0% | . | 9% | 1% | -4% | 1.1 | 44
CN(C)S(=O)(=O)c1cccc(C(=O)OCC(=O)NCc2ccccc2)c1 | -4% | i | 0.7 | 6% | -0.8% | 8% | 22% | 1% | -8% | -0.3 | 79
CNC(=O)c1[nH]nc2c1CCc1cc(OC)ccc1-2 | 5% | i | 0.6 | -15% | -2.2% | 8% | 5% | 2% | -7% | 1.8 | 87
CSCC[C@H](NC(=O)NC1CCCC1)C(=O)O | -5% | i | 0.2 | -3% | -0.2% | 10% | -23% | -2% | -8% | 1.1 | 48
Cc1cc2ccccc2cc(C)c1=O | -6% | i | 0.9 | 6% | -2.9% | 7% | -3% | 3% | -3% | -2.2 | 87
CC12CN3CCN(CC(C3)C1(O)CN1CCCCC1)C2 (configuration not stated) | -7% | i | 0.8 | -9% | -0.6% | 5% | -7% | -5% | 4% | 0.7 | 60

Next part.
SMILES | Salmonella PhoP GFP | Myeloid diff MLP | Myeloid diff MLP GFP+ MAC1+ % | GPR55 LPI antagonism | HIV fusion peptide | Rac1 GTP hydrolysis | GPR35 antagonists | Siah-1 displacement | LYP phosphatase | NTR1 agonist | NTR1 agonist cell count 20 µM
COc1ccc(NC(=O)[C@H](C)NC(N)=O)cc1S(=O)(=O)Nc1cc(C)ccc1Br | 3% | i | 0.5 | 2% | 1.1% | 10% | -10% | -6% | 0% | -0.4 | 46
O=C(NCc1ccccc1)c1nc[nH]c1C(=O)NCc1ccccc1 | -7% | i | 0.3 | 1% | 0.3% | -1% | 6% | -3% | -1% | 4.0 | 40
CCCCn1c2nc3ccccc3nc2c2c(=O)n(CCC)cnc21 | -10% | i | 0.5 | 14% | -0.4% | 10% | 2% | -2% | -9% | -0.5 | 56
COC(=O)c1ccc(OCc2nc(N)nc(N3CCOCC3)n2)cc1 | -2% | i | 1.4 | 9% | 1.7% | 6% | 6% | 3% | -6% | 3.0 | 55
CCN(CC)CCOC(=O)c1ccc(N/C=C(/C#N)c2nc(-c3ccc(OC)cc3)cs2)cc1 | -3% | i | 2.0 | 3% | 44% | 10% | 4% | 8% | -34% | -0.8 | 50
CCOC(=O)CN1C(=O)C(=O)N(Cc2c(C)cc(C)cc2C)C1=O | -6% | + | 3.4* | 0% | 2.7% | 2% | 7% | -3% | -9% | -1.1 | 97
NC(=O)C1(N2CCCCC2)CCN(C(=O)c2cccn3c(=O)c4cc(Cl)ccc4nc23)CC1 | 14% | i | 4.2 | 4% | -1.1% | 3% | 8% | 1% | -3% | 0.0 | 58
CC1=NN(C(=O)c2ccc(C)o2)C(O)(c2ccccc2)C1 (configuration not stated) | -3% | i | 1.0 | -2% | -2.6% | 5% | -11% | 9% | -7% | . | .
Cc1nnc(N/N=C\c2ccc(-c3ccccc3[N+](=O)[O-])o2)n1N | -16% | i | 0.2 | -2% | 3.6% | -6% | -20% | 25% | -2% | . | .
COc1ccc(C(=O)OCC(=O)NC(=O)CCSc2ccccc2)cc1 | 3% | i | 0.1 | 10% | 0.3% | -8% | 5% | -10% | -5% | -1.1 | 90
CC(C)n1ncc(C(N)=O)c1N | 9% | i | 0.1 | 12% | -0.9% | -2% | -4% | 0% | 9% | -0.5 | 57
Cc1ccc(S(=O)(=O)N2CCC(=O)N(C(CO)C(C)C)CC2)cc1 (configuration not stated) | 4% | i | 0.9 | 2% | -3.9% | -1% | 16% | -7% | -2% | -2.0 | 51
O=C(CNC(=O)c1ccccn1)N/N=C/c1ccc2c(c1)OCO2 | -10% | i | 0.1 | 15% | 2.7% | 5% | -15% | 8% | -3% | 0.7 | 62
O=Cc1cccn1-c1ccc(O)cc1 | -3% | i | 0.1 | 16% | -0.8% | 27% | 11% | 6% | -3% | -0.5 | 48
CCOc1ccc(CCNC(=O)CN2CCN(Cc3ccc(F)cc3)C2=O)cc1OCC | 7% | i | 0.8 | -1% | -1.3% | 1% | 5% | 2% | -3% | 0.4 | 53
CCN1CCN(C(=O)CSc2nc(N)cc(N)n2)CC1 | 0% | i | 0.3 | 6% | -1.3% | 1% | -8% | -3% | 3% | 2.8 | 28
CCCN1C=CC(=C2C(=O)c3ccccc3C2=O)C=C1 | -1% | i | 0.2 | -4% | 2.4% | 6% | 4% | -2% | -10% | -1.2 | 75
COc1ccc(-c2nc(=S)c3ccc4ccccc4c3[nH]2)cc1 | -10% | i | 0.9 | -3% | -0.1% | 0% | 10% | -2% | -3% | . | .
O=C(CSc1nc2ccccc2n1CC(=O)N1CCCCC1)N1CCCCC1 | -3% | i | 0.5 | -13% | -0.2% | 1% | 2% | -5% | -8% | 2.0 | 56
Cc1ccccc1C(=O)NC1CCN(Cc2nnnn2Cc2ccccc2)CC1 | 4% | i | 0.7 | 3% | -0.4% | 2% | -2% | 1% | -1% | 0.1 | 60
CCOC(=O)c1ccc(N(C(=O)c2ccco2)C(C(=O)NC2CCCC2)c2ccncc2)cc1 (configuration not stated) | 5% | i | 5.1 | -1% | 0.7% | 2% | 5% | 0% | -7% | 1.5 | 59
CCOc1ccc(N/C(C)=C/C(=O)c2ccc(C)o2)cc1 | 5% | i | 0.3 | -1% | -0.8% | 6% | -18% | 1% | 2% | -3.0 | 90
Cc1[nH]c2ccccc2c1N=Nc1c(C)n(C)n(-c2ccccc2)c1=O | -7% | i | 0.5 | 20% | 0.2% | 41µM* | 5% | 5% | 94%* | -1.0 | 30
COc1nccnc1NS(=O)(=O)c1ccc(NC(=O)c2ccccc2Br)cc1 | -1% | . | . | -10% | 1.0% | 5% | 26% | 0% | -6% | -1.0 | 69
CCOC(=O)c1cnc2c(Cl)cc(Cl)cc2c1NCCOCCO | -4% | i | 8.2 | 9% | -0.6% | 4% | 24% | 2% | 2% | -0.1 | 53
CCOC(=O)c1cc2cc(-c3c(C(=O)OCC)oc4cc(O)cc(O)c4c3=O)ccc2o1 | -6% | i | 4.1 | 18% | 12% | 8% | -3% | 2% | 4% | 25 | 64
Cn1c(Cn2c(=O)sc3ccccc32)nnc1SCc1cccc(F)c1 | -2% | i | 0.3 | 15% | -2.4% | 0% | 8% | 29% | -1% | 0.7 | 54
CC(=O)NC(CSC(CC(=O)c1ccco1)c1ccc(C)cc1)C(=O)O (configuration not stated) | -13% | i | 0.3 | 25% | 1.0% | 5% | -5% | 2% | 1% | 1.0 | 24
Nc1c(Cl)cc(S(N)(=O)=O)cc1S(N)(=O)=O | -3% | i | 0.9 | -9% | 0.4% | 4% | 2% | 7% | -5% | . | .
COC(C[C@@H](O)C[C@H](O)[C@@H](C)OCc1ccccc1)OC | -5% | i | 0.3 | 16% | -1.8% | 10% | -2% | 3% | -9% | 4.7 | 96
CC12CCC3c4ccc(O)cc4CCC3C1CCC2=O (configuration not stated) | -8% | i | 1.3 | . | . | 6% | . | . | . | -2.4 | 62
O=S(=O)(c1cccc(-c2cn3cccnc3n2)c1)N1CCCCCC1 | -1% | i | 0.7 | -4% | -0.3% | 13% | 16% | -1% | -5% | 1.4 | 39
N#Cc1ccc(OCC(=O)N/N=C/C2CC=CCC2)cc1 (configuration not stated) | 4% | i | 0.5 | 7% | -1.1% | 5% | 3% | 9% | -3% | 0.8 | 40
CCc1ccc(NC(=O)CN2C(=O)C(=O)N(Cc3ccccc3)C2=O)cc1 | -8% | . | . | -9% | 0.2% | . | 0% | 2% | -8% | 0.8 | 49
COc1ccc(OC)c(NC(=O)C2CCN(S(=O)(=O)c3cccs3)CC2)c1 | -5% | i | 1.1 | 14% | -1.5% | 0% | 4% | -2% | -9% | -2.4 | 60
O=C(NC1CCCCCC1)c1ccc(CS(=O)Cc2ccccc2Cl)o1 (configuration not stated) | -3% | i | 0.4 | 2% | 0.7% | -1% | -12% | -2% | -8% | -0.8 | 55

From PubChem BioAssay
